PfHsp40 yeast: restores yeast growth despite PfHsp40 toxicity; growth rescue, % at 12.5 µM; AID 504582; S. cerevisiae expressing PfHsp40, growth rescue, ATP luminescence; 340,000 compounds, 0.68% hits; in the data active = growth rescue above about 28%, passing the limit was not always enough; inconclusive = no clear call, values can overlap the other calls;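 also: yeast W303a lacking pdr1 and pdr3 grown in galactose medium; growth measured after three days at 30 °C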
TcdB inh: inhibitors of Clostridioides difficile toxin B glycohydrolase. P18177. 350,000 compounds, 0.24% hits. TcdB glycohydrolase enzymatic assay, plate reader. inhibition, % at 9.99 µM; in the data active = inhibition above about 10%
DUSP3 inh: DUSP3 (human) phosphatase inhibition; P51452; recombinant VHR phosphatase, pNPP absorbance; inhibition, % at 13.3 µM; 290,000 compounds, 0.52% hits; in the data active = inhibition above about 50%; also: some compounds called inactive have numbers as strong as hits
Target sequence (P51452 whole entry, looked up): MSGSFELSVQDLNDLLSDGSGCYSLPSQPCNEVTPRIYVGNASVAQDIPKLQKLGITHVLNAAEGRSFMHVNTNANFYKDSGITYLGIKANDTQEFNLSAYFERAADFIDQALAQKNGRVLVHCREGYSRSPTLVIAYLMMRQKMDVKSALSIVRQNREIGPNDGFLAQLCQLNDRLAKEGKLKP
PriA SSB inh: blocks PriA binding to SSB C-terminal tail; AID 1272365; AlphaScreen SSBct-PriA binding, biotinylated peptide; inhibition, % at 33 µM; 430,000 compounds, 0.6% hits; in the data active = inhibition mostly above about 37%, no sharp cut-off; inactive = mostly below about 20%;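 also: plate controls were negative control peptide for no effect and reference peptide for full effect; strong numbers were not always called active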
BH1578 lux ind: inducers of Vibrio cholerae quorum light production without autoinducers; V. cholerae BH1578 lux reporter, luminescence, 6 h; activation, % at 18.7 µM; 350,000 compounds, 0.16% hits; AID 588436; in the data active = activation mostly above about 9.7%, no sharp cut-off; inconclusive = no clear call, values can overlap the other calls; inactive = mostly below about 3.7%; also: not every result past the cut was called active; inactives centre near 0; reference of the scale not given here
Anthrax LF inh2: blocks Bacillus anthracis lethal factor protease; multiplex microsphere protease cleavage assay, LF; inhibition, % at 10 µM; 360,000 compounds, 0.12% hits; AID 588501; also: plate controls were buffer without enzyme for full effect and enzyme alone for no effect
Target sequence (P15917 whole entry, looked up): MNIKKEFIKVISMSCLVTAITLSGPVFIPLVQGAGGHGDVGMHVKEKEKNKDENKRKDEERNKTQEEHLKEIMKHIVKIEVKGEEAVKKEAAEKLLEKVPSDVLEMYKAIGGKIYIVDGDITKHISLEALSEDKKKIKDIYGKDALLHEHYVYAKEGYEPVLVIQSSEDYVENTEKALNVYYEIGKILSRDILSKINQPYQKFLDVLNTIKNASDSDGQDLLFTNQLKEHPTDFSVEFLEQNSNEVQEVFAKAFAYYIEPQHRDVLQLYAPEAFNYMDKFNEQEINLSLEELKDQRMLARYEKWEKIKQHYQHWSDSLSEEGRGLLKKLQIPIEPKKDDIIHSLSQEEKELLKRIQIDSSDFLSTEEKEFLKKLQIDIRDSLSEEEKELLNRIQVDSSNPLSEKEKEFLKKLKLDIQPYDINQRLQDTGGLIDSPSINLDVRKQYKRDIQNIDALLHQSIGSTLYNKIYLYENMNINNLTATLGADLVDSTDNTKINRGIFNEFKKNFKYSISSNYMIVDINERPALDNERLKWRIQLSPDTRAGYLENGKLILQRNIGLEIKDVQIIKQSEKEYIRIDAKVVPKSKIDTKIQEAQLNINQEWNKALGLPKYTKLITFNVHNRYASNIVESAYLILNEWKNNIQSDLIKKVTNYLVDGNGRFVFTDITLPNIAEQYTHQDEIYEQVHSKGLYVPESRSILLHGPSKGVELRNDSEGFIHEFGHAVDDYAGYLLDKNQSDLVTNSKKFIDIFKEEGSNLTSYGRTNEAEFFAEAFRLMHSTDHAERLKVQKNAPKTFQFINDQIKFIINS
CCHFV vOTU inh: blocks the CCHF virus ovarian tumor domain protease | 370,000 compounds, 0.55% hits | inhibition, % at 11.5 µM | AID 651958 | CCHFV vOTU protease, Pep-AMC fluorescence; in the data active = inhibition above about 30%; also: 0% = vehicle wells with enzyme and 100% = no enzyme wells
BoNT-A LC inh2: BoNT A light chain protease inhibition. multiplex microsphere protease substrate cleavage, flow cytometry. inhibition, % at 10 µM. 360,000 compounds, 0.17% hits; also: plate controls were buffer without enzyme for full effect and enzyme alone for no effect
Yp Topo-I inh: inhibitors of Yersinia pestis topoisomerase I. activity, % at 10 µM. Y. pestis Topo-I cleavage product accumulation, plate reader. 360,000 compounds, 0.064% hits. AID 504884; in the data active = activity above about 50%, passing the limit was not always enough; inconclusive = no clear call, values can overlap the other calls; also: inactives centre near 2
3CLpro inhibitor: SARS-CoV 3CLpro protease inhibition | P0C6X7 | recombinant SARS-CoV 3CLpro, quenched FRET peptide cleavage | inhibition, % at 6 µM | 290,000 compounds, 0.14% hits | AID 1706; in the data active = inhibition above about 12%
Starred values were filed as active, the others as inactive; i = inactive; ? = inconclusive; · = no result given; & = joins results of further samples. Rule as the data show it, unless noted: active = inhibition above about 30%; inconclusive = no clear call, values can overlap the other calls; inactive = below that. Some of the compounds tested; rates above refer to the full screens.

Start of the data: the first 2 entries (preview)
Below each compound – Yp Topo-I inh, BoNT-A LC inh2, Anthrax LF inh2, PfHsp40 yeast, BH1578 lux ind, DUSP3 inh, 3CLpro inhibitor, TcdB inh, PriA SSB inh, CCHFV vOTU inh
Fc1ccc(CSc2ccc(-c3ccc4c(c3)OCO4)nn2)cc1
  1, 1.2, 0, 0.1, 0.3, -10, -2, ·, -14, 9
CC(=O)NCCCC(=O)NNC1CC(=O)N(c2cccc(Cl)c2)C1=O (stereo unspecified)
  7, -0.5, 16, ·, i, 18, -3, -5.9, -15, -4

This part in full, repeating the preview:
Below each compound – Yp Topo-I inh, BoNT-A LC inh2, Anthrax LF inh2, PfHsp40 yeast, BH1578 lux ind, DUSP3 inh, 3CLpro inhibitor, TcdB inh, PriA SSB inh, CCHFV vOTU inh
Fc1ccc(CSc2ccc(-c3ccc4c(c3)OCO4)nn2)cc1
  1, 1.2, 0, 0.1, 0.3, -10, -2, ·, -14, 9
CC(=O)NCCCC(=O)NNC1CC(=O)N(c2cccc(Cl)c2)C1=O (stereo unspecified)
  7, -0.5, 16, ·, i, 18, -3, -5.9, -15, -4
CC(Oc1ccccc1)C(=O)NNC(=O)c1ccccn1 (stereo unspecified)
  2, -0.9, 2, 0.0, -0.4, -7, 6, -0.5, -9, -12
COc1ccccc1N1CCN(Cc2cc(=O)oc3cc(C)cc(C)c23)CC1
  ·, -0.8, -13, ·, ·, ·, ·, 0.6, ·, -12
O=C(CNC(=O)c1cccs1)NCC(=O)OCc1c(Cl)cccc1Cl
  -8, 0.0, -3, -1.2, -0.5, 27, 5, 0.2, -22, -5
CC(CN(C)Cc1ccccc1)OC(=O)c1cccs1 (stereo unspecified)
  6, -0.4, -4, 0.3, -0.3, 9, 5, ·, -33, -4
COc1cc(C(=O)NCc2ccc(S(N)(=O)=O)cc2)ccc1OCC(=O)Nc1cccc(C(F)(F)F)c1
  6, 1.3, -2, -1.4, 2.6, ·, ·, 0.3, -7, 10
Cc1ccccc1C(=O)/C=C1\NC(=O)CS1
  -3, 0.5, -8, 0.5, -0.2, -8, 2, ·, -9, 10
CC(=O)N(c1ccccc1)C1CC(C)N(C(=O)c2ccccc2)c2ccccc21 (stereo unspecified)
  7, -0.6, -10, 4.0, -0.6, 16, 8, 0.6, 8, -12
N=c1c(S(=O)(=O)c2ccc(Cl)cc2)cc2c(=O)n3ccccc3nc2n1Cc1ccco1
  -5, 1.2, 0, -1.6, -0.2, 5, 0, -0.1, -1, -59
CCOC(=O)Cc1csc(NC(=O)c2ccc3ccccc3n2)n1
  4, -5.5, 6, -0.1, -0.3, 49, -1, 1.4, 3, 9
c1cc(N2CCOCC2)ccc1-c1ccc2nncn2c1
  -4, -0.3, -1, ·, -0.2, ·, ·, 1.0, ·, -6
CC(CC(=O)O)CC(=O)Nc1ccc(Br)cc1 (stereo unspecified)
  7, -0.7, 3, -1.4, -0.2, -11, 3, 1.8, 2, 2
CC(C)=CCN1CCN(CCC2=C(C)CCCC2(C)C)CC1CCO (stereo unspecified)
  17, 0.1, -3, -0.3, ·, 31, -3, -2.6, 2, -1
COc1ccc(N2C(C(C)=O)=NN(c3ccccc3)C2c2cccs2)cc1 (stereo unspecified)
  -4, 3.5, 2, 0.0, 0.0, -2, 4, ·, ·, 1
CCc1cc(=O)[nH]c(SCC(=O)NCc2ccc3c(c2)OCO3)n1
  1, -2.1, -4, 0.1, -1.8, ·, ·, 1.0, -20&-10, 8
O=C1CN=C(c2cc([N+](=O)[O-])ccc2Cl)c2cc([N+](=O)[O-])ccc2N1
  -8, -1.2, 5, -1.2, -0.7, ·, ·, 1.2, -1, -11
O=C1/C(=C/c2ccccc2)NC(=S)N1C(c1ccccc1)c1ccccc1
  -9, -0.8, -5, -0.9, ·, -4, -4, -0.8, -15, 7
COc1ccc(O)c(-c2[nH]ncc2C(=O)c2ccccc2C)c1
  1, -0.6, -8, -1.3, -1.7, -9, -3, ·, 0, 12
CC1CCN(S(=O)(=O)c2ccc(C(=O)NC3CCS(=O)(=O)C3)cc2)CC1 (stereo unspecified)
  1, 3.9, 2, 0.1, -0.7, ·, ·, 0.5, -6, 7

Compound profiles, as listed above. Screens in order: Yp Topo-I inh, BoNT-A LC inh2, Anthrax LF inh2, PfHsp40 yeast, BH1578 lux ind, DUSP3 inh, 3CLpro inhibitor, TcdB inh, PriA SSB inh, CCHFV vOTU inh
Cc1ccccc1C(=O)/C=C1\NC(=O)CS1 across the screens: -3, 0.5, -8, 0.5, -0.2, -8, 2, ·, -9, 10
CC(C)=CCN1CCN(CCC2=C(C)CCCC2(C)C)CC1CCO (stereo unspecified) across the screens: 17, 0.1, -3, -0.3, ·, 31, -3, -2.6, 2, -1
CC(CN(C)Cc1ccccc1)OC(=O)c1cccs1 (stereo unspecified) across the screens: 6, -0.4, -4, 0.3, -0.3, 9, 5, ·, -33, -4
O=C(CNC(=O)c1cccs1)NCC(=O)OCc1c(Cl)cccc1Cl across the screens: -8, 0.0, -3, -1.2, -0.5, 27, 5, 0.2, -22, -5
O=C1CN=C(c2cc([N+](=O)[O-])ccc2Cl)c2cc([N+](=O)[O-])ccc2N1 across the screens: -8, -1.2, 5, -1.2, -0.7, ·, ·, 1.2, -1, -11

More compounds follow.
Below each compound – Yp Topo-I inh, BoNT-A LC inh2, Anthrax LF inh2, PfHsp40 yeast, BH1578 lux ind, DUSP3 inh, 3CLpro inhibitor, TcdB inh, PriA SSB inh, CCHFV vOTU inh
CN1CCN(C(=O)NC2CCCN2S(=O)(=O)c2ccc(Cl)cc2)CC1 (stereo unspecified)
  -3, 0.3, 2, 1.8, -0.5, -2, -9, ·, -6, 11
O=c1c2ccccc2nc2sc3ccccc3n12
  9, 0.0, -4, -0.8, i, 9, -4, ·, -14, 4
O=C(Nc1c(F)cc(F)cc1Br)c1cccnc1
  -9, -0.9, 0, 1.5, 5.0, 4, -1, 3.6, 2, -7
C=CCSc1nnc(-c2c[nH]c3ccccc23)n1CC
  4, -0.3, -7, 0.1, i, 19, -1, 0.8, 1&-10, 0
O=C(O)c1ccc(NS(=O)(=O)c2cccc(C(=O)Nc3cccc(C(=O)O)c3)c2)cc1
  0, -1.0, 1, -2.2, -1.9, -10, -3, 0.9, -12, 8
NC(=O)COC(=O)c1ccccc1SCC(=O)NC1CCCCCCC1
  2, 5.9, 10, 0.8, -1.1, ·, ·, 0.7, -1, 8
CCOC(=O)C1(C)CCN1C(=O)c1ccccc1OC (stereo unspecified)
  4, -0.3, 0, ·, -3.0, ·, ·, 0.1, ·, -6
CCc1ccc(C(CNC(=O)c2ccc3c(=O)n(-c4ccccc4F)c(=S)[nH]c3c2)N(C)C)cc1 (stereo unspecified)
  4, -1.2, -4, -0.2, 1.0, 14, 1, 0.9, 5, -15
O=C1NC2(CCCCCC2)C(=O)N1Cc1cccc([N+](=O)[O-])c1
  2, -0.9, 4, -0.1, -0.5, 10, 8, 0.1, -6, -8
O=C(Nc1ccc(F)cc1)NC1CCN(Cc2nnnn2Cc2ccco2)CC1
  -1, ?, -2, -0.7, i, -1, -6, ·, -6, 13
O=C(N/N=C/C(Br)=C\c1ccccc1)c1ccc2nc[nH]c2c1
  -2, -0.5, -4, 1.1, -0.2, 8, 3, ·, ·, 15
Cc1cccc(C)c1NC(=O)CN(C)C(=O)COc1cccc2c1OC(C)(C)C2
  -2, 6.1, -2, 1.5, -1.8, ·, ·, 8.1, 0, -1
CCCCNC(=O)c1onc(CSc2ccc(Cl)cc2)c1C(=O)O
  -1, -0.1, -9, -0.6, i, 10, 6, 0.7, -11, -5
O=C(CSCc1cccc(F)c1)N1CCN(c2ccccc2)CC1
  37, 0.1, -4, 0.2, -0.2, 13, 4, 0.8, -5, ·
O=C(OCC(=O)N1CCCC1)c1cc(Br)ccc1Cl
  -4, 0.4, -4, -1.7, i, 10, 3, 0.8, -8, -11
CCOC(=O)c1[nH]c(C)c(C(=O)N2CCc3c([nH]c4ccccc34)C2c2ccccn2)c1C (stereo unspecified)
  26, -1.0, 0, 1.5, ·, 3, 1, 1.8, 13, -4
COC(=O)c1c(C)nn(-c2ccc(OC(F)(F)F)cc2)c1-c1snnc1C
  3, ·, ·, ·, i, 25, -3, 0.9, -6, 0
O=C(Nc1ccc(F)cc1)c1ccccc1CC[N+](=O)[O-]
  -8, 0.8, 2, -0.3, -0.2, -13, -1, ·, -16, 2
COc1ccccc1CN1CCN(Cc2ccco2)CC1
  1, -0.8, 1, -1.5, i, 18, -2, -0.7, 6, 4
CCc1ccc(OCC(=O)NNC(=O)c2ccc(-n3cncn3)c([N+](=O)[O-])c2)cc1
  2, -17, -5, -0.8, i, ·, ·, 0.3, -8, -4
O=C(CN1C(=O)NC(c2ccccc2)(c2ccccc2)C1=O)NCc1ccccc1
  -3, 1.3, 2, -0.6, i, ·, ·, 1.5, -19, 3
O=C(CN1C(=O)NC2(CCCC2)C1=O)Nc1nc2ccccc2[nH]1
  -2, 2.4, 2, -0.1, i, ·, ·, -0.4, -2, 4
CC1CN(S(=O)(=O)c2cccc(C(=O)OCCOc3ccccc3)c2)CC(C)O1 (stereo unspecified)
  8, ·, ·, 2.1, -3.3, ·, ·, 0.0, -13, -2
COc1ccc(-n2c(SC(C)C(=O)Nc3ncc(Cl)cc3Cl)nc3ccccc32)cc1 (stereo unspecified)
  2, 3.0, 0, 0.4, -0.2, 46, 2, ·, -3, 4
CNC(=O)Oc1ccc(-c2cn3cc(Cl)ccc3n2)cc1
  10, -0.7, 0, 1.1, -0.1, -5, -4, ·, -7, -9
CCOC(=O)CN(C(=O)CNC(=O)c1cccs1)C(C(=O)NC1CCCCC1)c1cccs1 (stereo unspecified)
  6, 1.8, -1, -0.2, -0.3, 13, 0, ·, -7, 1
COc1ccc(/C=C/C(=O)NC(=S)Nc2ccc(S(N)(=O)=O)cc2)cc1OC
  4, -0.6, 2, 0.8, i, 22, -2, 0.7, -9, -11
O=C(Cn1nnc(-c2ccccc2-n2cnnn2)n1)c1ccccc1
  -5, -1.0, -1, -0.6, -0.3, 10, -4, ·, -5, -6
Cc1c(OCC(=O)NCc2ccncc2)ccc2c3c(c(=O)oc12)CCCC3
  11, 12, 7, -0.8, -0.3, 6, 0, 1.9, 6, -3
COc1ccc(NC(=O)CC(C)n2ccnc2)cc1 (stereo unspecified)
  4, 1.0, 29, ·, -0.9, -15, -2, 0.8, 0, -5
COc1ccc(S(=O)(=O)N(C)C)cc1NC(=O)c1ccc(OCC2CCCO2)cc1 (stereo unspecified)
  8, -0.5, -4, ·, -3.3, ·, ·, 0.4, ·, 9
CC(C)c1ccc(/C=C2\SC(N3CCOCC3)=NC2=O)cc1
  29, -0.2, 1, -0.2, -0.5, -7, -1, 0.6, -14, 15
O=C(Nc1nc(-c2ccccn2)cs1)c1ccc([N+](=O)[O-])o1
  -6, -1.7, 6, 0.8, -0.3, 10, -4, 0.7, 51*, 0
COCCN1C(=O)N[C@@H](c2cccc(C(F)(F)F)c2)[C@@H](C(=O)OC)[C@H]1C
  -5, 0.3, -1, -0.6, -9.1, ·, ·, ·, -25, 9
CCOC(=O)C(=O)/C(C#N)=C/Nc1ccc(F)cc1
  -9, 0.8, -2, 0.6, -0.4, 7, 0, ·, -9, 8
CC(C)c1ccc(-c2cc(C(=O)N3CCOCC3)c3cc(Br)ccc3n2)cc1
  27, -7.1, -2, 1.3, i, 6, 0, 0.3, 2, -1
O=C(CC1C(=O)NCCN1Cc1ccc(F)cc1)NCCN1CCCc2ccccc21 (stereo unspecified)
  20, 0.8, -3, 0.9, -0.2, 22, 3, -0.7, 12, -3
COc1ccc(-c2csc(NC(=O)CSCC(=O)Nc3cc(C)on3)n2)c(OC)c1
  11, 1.8, 0, -0.7, i, ·, ·, -1.4, 3, 4
CC(C)/C=C/CN1CCCC(N2CCN(c3cccc(Cl)c3)CC2)C1 (stereo unspecified)
  9, ?, -8, -0.1, -0.6, 78, 1, 0.2, 11, -4
CCCCOc1ccc(-c2nnc(-c3cc[n+](C)cc3)o2)cc1
  -11, 0.0, 0, -1.3, -0.5, 1, 4, ·, -6, 17

From PubChem BioAssay
